LYPLA1 counter = LYPLA1 (human) inhibition in PME1 counter-screen; recombinant LYPLA1, FP-Rh probe fluorescence polarization; hit rate 0.16% among 320,000; AID 2174; inhibition, % at 5.9 µM;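 active = inhibition above the mean of all tested compounds plus 3 SD, set per campaign, cut at about 14% in these data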;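 note: inhibitors block serine hydrolase probe labeling of LYPLA1 so polarization falls; 0% = enzyme with DMSO and 100% = wells lacking LYPLA1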
PAD4 FP inh = blocks human protein arginine deiminase 4 | Q9UM07 | recombinant PAD4, RCA probe fluorescence polarization | inhibition, % at 6.36 µM | hit rate 0.41% among 330,000 | AID 485272;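 active = percent inhibition above a cutoff equal to the mean of all tested compounds plus 3 SD, cut at about 15% in these data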;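 note: 0% = PAD4 with RCA probe and DMSO and 100% = probe without PAD4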
Fam108B counter = blocks mouse Fam108B hydrolase in RBBP9 counter-screen. hit rate 0.33% among 300,000. recombinant Fam108B, FP-Rh probe fluorescence polarization. inhibition, % at 9.51 µM;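 active = inhibition above the screen mean inhibition plus 3 SD, computed separately per campaign, cut at about 18% in these data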;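 note: inhibitors lower polarization as less probe binds the enzyme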
PAFAH2 inh = inhibitors of human PAFAH2. Q99487. recombinant PAFAH2, FP-rhodamine activity probe, fluorescence polarization. inhibition, % at 3.39 µM. hit rate 0.99% among 340,000. AID 492956;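 active = inhibition above the mean over all tested compounds plus 3 SD, cut at about 30% in these data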;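 note: inhibitors block probe labeling of enzyme so polarization drops; 0% = enzyme with DMSO and 100% = wells lacking PAFAH2 protein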
PME-1 inh = blocks human protein phosphatase methylesterase 1; Q9Y570; recombinant PME-1, FP-Rh probe fluorescence polarization; inhibition, % at 5.9 µM; hit rate 0.53% among 320,000;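 active = inhibition above the campaign mean of all compounds plus 3 SD, cut at about 26% in these data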;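 note: competitive labeling of PME-1 active site by serine hydrolase directed probe; 0% = PME-1 with DMSO and 100% = wells lacking PME-1 enzyme; inhibitors block probe labeling so polarization falls and inhibition rises; many of its hits are not listed in these tables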
Target sequence (Q9Y570 whole entry, looked up): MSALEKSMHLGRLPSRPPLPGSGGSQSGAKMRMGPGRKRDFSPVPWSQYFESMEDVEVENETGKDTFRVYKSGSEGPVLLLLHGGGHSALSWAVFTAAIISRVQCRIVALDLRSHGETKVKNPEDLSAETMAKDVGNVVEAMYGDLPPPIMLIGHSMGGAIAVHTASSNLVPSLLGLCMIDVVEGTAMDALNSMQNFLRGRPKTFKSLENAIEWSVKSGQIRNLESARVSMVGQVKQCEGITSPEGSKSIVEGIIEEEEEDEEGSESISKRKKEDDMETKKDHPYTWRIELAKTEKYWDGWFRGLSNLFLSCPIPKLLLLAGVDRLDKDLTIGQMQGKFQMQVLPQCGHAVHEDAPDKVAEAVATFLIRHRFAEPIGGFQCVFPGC
PAFAH1B3 FP inh = PAFAH1B3 (human) inhibition | hit rate 0.28% among 340,000 | inhibition, % at 3.39 µM | recombinant PAFAH1B3, FP-rhodamine probe, fluorescence polarization | Q15102 | AID 492972;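 active = inhibition above the screen-wide average of all tested compounds plus 3 SD, cut at about 25% in these data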;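 note: 0% = enzyme with DMSO only and 100% = wells lacking PAFAH1B3 protein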
Target sequence (Q15102 whole entry, looked up): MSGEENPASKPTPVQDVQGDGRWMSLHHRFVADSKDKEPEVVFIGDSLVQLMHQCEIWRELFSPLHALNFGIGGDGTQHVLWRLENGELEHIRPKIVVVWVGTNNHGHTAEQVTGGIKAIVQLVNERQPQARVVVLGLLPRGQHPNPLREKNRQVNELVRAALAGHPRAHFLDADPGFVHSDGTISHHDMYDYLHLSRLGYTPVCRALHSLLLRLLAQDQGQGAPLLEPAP
GSTO1 inh = blocks human GSTO1 in RBBP9 counter-screen. hit rate 1.1% among 300,000. inhibition, % at 5.96 µM. P78417. recombinant GSTO1, activity-based probe fluorescence polarization. AID 1974;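 active = inhibition above the campaign mean inhibition plus 3 SD, cut at about 35% in these data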;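 note: 0% = GSTO1-1 with DMSO and 100% = wells lacking GSTO1-1 enzyme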
pPAFAH inh = pPAFAH (human) enzyme inhibition | hit rate 1.5% among 330,000 | Q13093 | AID 463082 | inhibition, % at 3.39 µM | recombinant pPAFAH, FP-rhodamine probe fluorescence polarization;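 active = inhibition above the mean inhibition across the screen plus 3 SD, cut at about 25% in these data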;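 note: inhibitors block binding of the rhodamine activity-based probe so polarization drops; 0% = enzyme with DMSO and 100% = wells lacking pPAFAH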
PAFAH1B2 inh = PAFAH1B2 (human) inhibition; P68402; recombinant PAFAH1B2, FP-rhodamine activity probe, fluorescence polarization; inhibition, % at 3.39 µM; hit rate 1.2% among 340,000; AID 492953;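 active = inhibition above the mean of all tested compounds plus 3 SD, cut at about 24% in these data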;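 note: 0% = enzyme with DMSO and 100% = wells lacking PAFAH1B2; many of its hits are not listed in these tables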
Target sequence (P68402 whole entry, looked up): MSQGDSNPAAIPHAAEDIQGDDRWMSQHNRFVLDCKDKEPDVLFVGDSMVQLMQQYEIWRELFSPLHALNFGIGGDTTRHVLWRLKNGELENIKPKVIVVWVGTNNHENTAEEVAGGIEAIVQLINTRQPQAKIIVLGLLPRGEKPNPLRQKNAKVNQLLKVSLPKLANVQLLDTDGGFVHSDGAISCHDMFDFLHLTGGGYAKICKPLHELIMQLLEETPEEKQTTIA
Active calls of the source: *; · = no result given. The list is partial; rates above refer to the full screens.

Every second line gives: LYPLA1 counter, PAD4 FP inh, Fam108B counter, PAFAH2 inh, PME-1 inh, PAFAH1B3 FP inh, GSTO1 inh, pPAFAH inh, PAFAH1B2 inh
Cc1ccc(S(=O)(=O)/N=C(\Sc2ccccc2)c2ccccc2)cc1
 : -2, -1, 5, -5, 2, 3, -1, 1, 1
CCOC(=O)Nc1ccc2c(c1)N(C(=O)N(CC)CC)c1ccccc1CC2
 : 1, -10, 8, -8, 2, -1, 0, -4, 0
Cc1ccccc1C(=O)N=c1ccn(-c2nc3ccccc3nc2NS(=O)(=O)c2ccc(F)cc2)cc1
 : 2, -2, -5, -1, 2, 2, 3, 2, 2
O=C(CSc1ncn(-c2ccccc2)n1)Nc1nc(-c2ccccc2)cs1
 : 0, -1, -6, -2, -11, 6, -8, 3, 3
Cc1ccc(C(=O)Nc2cccc(NC(=O)c3ccc(C)cc3)n2)cc1
 : -4, 1, 2, ·, 2, ·, 10, -4, ·
Cc1ccc(S(=O)(=O)N(C)CC(=O)Nc2ccc3c(c2)OCO3)cc1
 : 3, 0, 1, 0, 3, 2, 0, 6, -1
COc1cc(/C=N\NC(=O)c2ccc(Cl)cc2)ccc1Oc1ccc([N+](=O)[O-])cn1
 : -7, 3, -4, -5, -5, 9, -8, 7, 11
CCOC(=O)Cn1nnnc1CN(Cc1cccs1)Cc1cc2cc(C)ccc2[nH]c1=O
 : 2, -5, -3, -8, 10, -5, 1, 4, 4
CC1(C)CC(=O)C2=C(C1)NC(=O)NC2c1ccc(Cl)cc1 (stereo not drawn)
 : -5, 6, -1, 4, 1, 3, 7, -3, 1
CC(C)COC(=O)NCCCOC(=O)Nc1ccccc1
 : 1, 3, 2, 8, 6, -2, 10, -1, 5
COc1ccc(CCNC(=O)CSc2nc(O)c(C(C)C)c(=O)[nH]2)cc1OC
 : 2, 1, 2, 4, 2, 1, 3, 7, 1
Cc1ccc(C(=O)NC(=S)NNS(=O)(=O)c2ccccc2)cc1
 : 2, -4, -5, 1, -2, 3, 17, 6, 6
Cc1cc(NS(=O)(=O)c2ccc(NC(=O)COc3c(C)cc(Br)cc3C)cc2)no1
 : -5, 3, 1, -4, 0, 2, 4, 8, -2
Cc1ccc(/C(O)=C2\C(=O)C(=O)N(C)C2c2ccc([N+](=O)[O-])cc2)cc1 (stereo not drawn)
 : 1, 1, 1, -4, -3, 0, 3, 1, 4
CCc1ccccc1OCCCOc1ccc(OC)cc1
 : 2, 2, 4, 1, -4, 7, -7, 1, 0
O=C(NCc1ccccc1C(F)(F)F)C1CCC(=O)N(CCCc2ccccc2)C1 (stereo not drawn)
 : -7, -1, 1, 13, 1, 7, 3, -5, 6
CC(C)NC(=O)CN1C(=O)c2ccccc2S1(=O)=O
 : 2, -6, 0, 4, -1, 7, -1, -2, 2
CCCCCCCc1nc2sc3c(c2c(=O)n1N)CC(C)(C)OC3
 : 2, -3, -1, 0, -3, 3, -4, 4, 5
O=C(Cc1ccccc1)NNC1CC(=O)N(c2ccc(Br)cc2)C1=O (stereo not drawn)
 : -1, -9, -2, -2, -6, 6, 0, -3, 12
Cc1ccc2cc(NC(=O)c3ccccc3)ccc2n1
 : 0, 0, 0, 3, 0, -3, -3, -3, -3
Cn1nc(-c2ccc(Cl)cc2)cc1NC(=O)Nc1ccccc1
 : -18, -2, -14, 0, 26, 2, -8, -1, -1
CCOC(=O)c1c(NC(=O)Cn2cnc3sc(C)c(-c4ccccc4)c3c2=O)sc(C)c1C
 : -1, 5, -7, -7, -6, 0, -1, 6, 0
COc1ccc(-n2cnnc2SCc2csc(-c3ccccc3)n2)cc1
 : 4, -3, -1, 6, -3, 9, 4, 3, 13
CN1CCC(OC(=O)c2ccc(Br)cc2)CC1
 : -1, 1, 3, 6, -3, -4, 2, -1, 8
CN1CCC(Oc2ccc(Sc3ccccc3)cc2)CC1
 : -2, 0, -2, -3, 4, 13, -3, 7, -2
O=c1[nH]c(/C(Cl)=C/c2cccc(F)c2)nc2cc(C(F)(F)F)ccc12
 : 3, 1, -1, 1, -8, 1, -19, 4, -8
Clc1ccccc1CNc1nc2ccccc2n2cnnc12
 : -3, -2, -6, 0, -1, 7, -2, 5, 6
C=CCCN([C@@H](C)C(=O)OC)S(=O)(=O)c1ccccc1Br
 : -2, 2, -1, -2, -4, 3, 0, 6, -6
N#Cc1ccc(NC(=O)Cn2cnc(S(=O)(=O)N3CCCC3)c2)cc1
 : -2, 1, 2, -6, 5, -9, 2, -2, -5
Cc1c(Cl)ccc2sc(N3CCN(C(=O)C4=COCCO4)CC3)nc12
 : 3, 0, -1, 0, 1, 4, -4, 6, 1
N#CC1=C(N)Oc2cc(O)ccc2C1c1cccs1 (stereo not drawn)
 : -5, -4, 6, 5, -2, 1, -8, 4, 12
COc1ccc(C(=O)NCCn2nc(C)cc2C)cc1OC1CCN(C(C)=O)CC1
 : -3, -3, 2, 3, 1, 4, 5, -1, 3
COc1ccccc1NC(=S)NC(=O)c1c(-c2ccccc2Cl)noc1C
 : 2, -1, -8, 3, 3, 5, 1, -1, 2
Cc1ccc(C2Nc3ccc4ccccc4c3C3=C2C(=O)CC(C)(C)C3)o1 (stereo not drawn)
 : -4, 2, 6, -5, -1, 11, -7, 11, 3
Nc1nc2n(c1C(=O)c1ccccc1)CCC2
 : 0, -4, 0, -1, 1, 3, 5, 1, 6
CCOC(=O)/C(C#N)=C1/C=Cc2ccccc2N1CC
 : 1, 1, 3, -6, 1, -3, 0, 3, 3
CCn1cc(C(=O)NCCOC)c(=O)c2ccc(C)nc21
 : 2, 1, -3, -6, 1, 7, 9, 6, 6
Cc1ccc(C(=O)COc2cc(O)c3c(=O)cc(-c4ccccc4)oc3c2)cc1
 : 2, 2, -3, -2, -7, 6, 0, 2, 2
Cc1csc(=Nc2cccnc2)n1CC1CCCCC1
 : 3, -3, 5, -2, 1, -4, 4, 4, -3
CCOc1cc(/C=N/NC(=O)c2ccccc2OCc2ccc(F)cc2)ccc1O
 : -4, -3, ·, 9, 13, 2, ·, 5, 6

An excerpt of these results, in CSV form:
molecule,LYPLA1 counter,PAD4 FP inh,Fam108B counter,PAFAH2 inh,PME-1 inh,PAFAH1B3 FP inh,GSTO1 inh,pPAFAH inh,PAFAH1B2 inh
CCOC(=O)Nc1ccc2c(c1)N(C(=O)N(CC)CC)c1ccccc1CC2,1,-10,8,-8,2,-1,0,-4,0
Cc1ccccc1C(=O)N=c1ccn(-c2nc3ccccc3nc2NS(=O)(=O)c2ccc(F)cc2)cc1,2,-2,-5,-1,2,2,3,2,2
O=C(CSc1ncn(-c2ccccc2)n1)Nc1nc(-c2ccccc2)cs1,0,-1,-6,-2,-11,6,-8,3,3
Cc1ccc(C(=O)Nc2cccc(NC(=O)c3ccc(C)cc3)n2)cc1,-4,1,2,·,2,·,10,-4,·
Cc1ccc(S(=O)(=O)N(C)CC(=O)Nc2ccc3c(c2)OCO3)cc1,3,0,1,0,3,2,0,6,-1
COc1cc(/C=N\NC(=O)c2ccc(Cl)cc2)ccc1Oc1ccc([N+](=O)[O-])cn1,-7,3,-4,-5,-5,9,-8,7,11
CCOC(=O)Cn1nnnc1CN(Cc1cccs1)Cc1cc2cc(C)ccc2[nH]c1=O,2,-5,-3,-8,10,-5,1,4,4

(list continues)
Every second line gives: LYPLA1 counter, PAD4 FP inh, Fam108B counter, PAFAH2 inh, PME-1 inh, PAFAH1B3 FP inh, GSTO1 inh, pPAFAH inh, PAFAH1B2 inh
Cc1csc2nc(O)c(C(=O)NC3CCCCC3C)c(=O)n12 (stereo not drawn)
 : 1, -5, -4, -4, -2, -2, 2, 0, 4
COc1cc(C(=O)OCCNC(=O)c2cccnc2)cc(OC)c1OC
 : ·, 2, ·, 5, ·, 6, ·, 0, 2
Cc1ccc(NC(=O)COC(=O)C2CC3C=CC2C3)cc1S(=O)(=O)N1CCCCC1 (stereo not drawn)
 : 20*, 1, -2, 60*, 5, 19, 0, 13, 5
O=C(NCc1ccccn1)c1cc(S(=O)(=O)N2CCCCC2)ccc1Cl
 : 0, 3, ·, 1, 4, 3, ·, -1, 9
COc1cc(C(=O)OCC(=O)NC2CCCC2)cc(NC(=O)c2ccco2)c1OC
 : -1, -1, 3, 10, 2, 3, 2, -3, 0
CCCn1c(=O)c(-c2ccccc2)c(O)c2ccccc21
 : 2, -1, 1, 0, 1, 3, 3, -1, 5
Cc1ccc(C2/C(=C(/O)c3ccccc3)C(=O)C(=O)N2CCN2CCOCC2)o1 (stereo not drawn)
 : -2, 0, 3, 12, -6, 6, 3, 7, 2
Cc1ccc(-c2nc3ccccc3nc2NN)cc1
 : 0, -3, -1, 3, -5, 0, 2, -4, 2
CCOc1ccc(OCC)c(NC(=O)C(NS(=O)(=O)c2ccc3c(c2)oc(=O)n3C)C(C)C)c1 (stereo not drawn)
 : 3, 0, -2, -6, -2, 0, 7, 1, -7
COc1ccccc1C(=O)C1CCCN(C(=O)c2ccccc2Cl)C1 (stereo not drawn)
 : -1, -4, 2, 2, 17, 0, -2, 6, 5

The final 3 entries of the section above are carried over, then new ones follow:
Every second line gives: LYPLA1 counter, PAD4 FP inh, Fam108B counter, PAFAH2 inh, PME-1 inh, PAFAH1B3 FP inh, GSTO1 inh, pPAFAH inh, PAFAH1B2 inh
Cc1ccc(-c2nc3ccccc3nc2NN)cc1
 : 0, -3, -1, 3, -5, 0, 2, -4, 2
CCOc1ccc(OCC)c(NC(=O)C(NS(=O)(=O)c2ccc3c(c2)oc(=O)n3C)C(C)C)c1 (stereo not drawn)
 : 3, 0, -2, -6, -2, 0, 7, 1, -7
COc1ccccc1C(=O)C1CCCN(C(=O)c2ccccc2Cl)C1 (stereo not drawn)
 : -1, -4, 2, 2, 17, 0, -2, 6, 5
O=C1CN(C(=O)CSc2nc3ccccc3c(=O)n2CC2CCCO2)c2ccccc2N1 (stereo not drawn)
 : 1, -6, 1, 4, 1, 2, -9, 0, -2
COc1ccccc1C(=O)Nc1nnc(SCC(=O)NCc2ccco2)s1
 : 2, 0, 3, -3, 1, 3, 3, 7, -6
CC(C)N(C)C1CCN(S(=O)(=O)c2ccc(-c3ccc(=O)[nH]n3)s2)CC1
 : -1, -3, 0, 0, 0, 3, 2, 1, -2
O=Cc1c(NCCCN2CCCC2=O)c2ccccc2[nH]c1=O
 : 2, -2, 1, 12, 3, 11, -4, 9, 5
O=S(=O)(c1cccc(-c2n[nH]c(=S)o2)c1)N1CCOCC1
 : -3, -3, -3, -3, 5, 4, 8, 3, 8
CCN(CC)S(=O)(=O)c1ccc(NC(=O)C(C)N(c2ccccc2)S(C)(=O)=O)cc1 (stereo not drawn)
 : 0, -1, 3, 6, 2, 1, -10, 3, -2
Cc1cc(NC(=O)c2c([N+](=O)[O-])cnn2C)no1
 : 1, 0, 1, -10, 6, 3, 1, -1, 1
Cc1nn(-c2ccccc2)c(N)c1C1(O)C(=O)Nc2ccc([N+](=O)[O-])cc21 (stereo not drawn)
 : 0, -2, 2, 6, -2, 12, 7, -6, 5
Cc1ccc(Nc2nc(CSc3nnc(-c4cccnc4)n3-c3ccccc3F)cs2)cc1
 : 4, 4, 4, -10, 7, 0, -1, 15, -1

Assay outcomes deposited in PubChem BioAssay by The Scripps Research Institute Molecular Screening Center.
